# Compound activity from PubChem.
# LDHA block: LDHA (human) enzyme inhibition; 0.15% of 480,000 active; P00338; activity change, % (values are at about 110 or 230 µM); purified LDHA, NADH/diaphorase-resazurin fluorescence; hits give low values; AID 1347041; in the data active = activity change below about -30%; inconclusive = mostly about -25% to -30%;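 also: plate controls were DMSO wells for no effect and wells without enzyme for full effect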
#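 Remaining NADH was detected by diaphorase (0.133 mg/mL) converting 37 µM resazurin to fluorescent resorufin, read at 0 and 20 minutes. The preceding 5-minute room-temperature reaction used 2 nM LDHA, 0.2 mM sodium pyruvate and 0.06 mM NADH at pH 7.4.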
# Vif-APOBEC3F blk: inhibitors of Vif-A3F interaction. Potency, µM (top dose mostly 46.1 µM), for inactives: at the top dose activity, negative = active. AID 602313. HeLa A3F-eYFP + Vif (tagged APOBEC3F with the HIV-1 protein that degrades it), YFP fluorescence increase. 0.2% of 390,000 active; also: potency is read from the fitted curve at half-maximal effect; % of control where 0% means no effect; nearly all actives have a fitted effect of over 65% in size
#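 Fluorescence increase (Ex 488/Em 500-530) after overnight compound treatment at 37 deg C flags inhibition of Vif-driven A3F-eYFP loss in stable HeLa A3F-eYFP/Vif cells seeded overnight beforehand.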
# 12-LOX inh: inhibitors of human 12S-lipoxygenase ALOX12. P18054. purified 12hLO, xylenol orange hydroperoxide absorbance. Potency, µM (highest dose often 108 µM), without a hit: at the highest dose activity change, negative = inhibition, most hits filed as inhibitors. 1.1% of 580,000 active; also: potency is read from the fitted curve at half-maximal effect; % is scaled to controls: 0 for no effect and ±100 for the full control effect
#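 Purified human 12hLO (150 nM final) in 25 mM Hepes, 0.01% Triton X-100, pH 7.0 was preincubated 15 min at room temperature with compound. Then 40 uM arachidonic acid was added, 30 min. Hydroperoxide was read by Fe-XO absorbance ratio 573/405 nm.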
# GRP78 ERSR act: induces the endoplasmic reticulum stress response in human glioma cells; U87-MG GRP78 promoter luciferase reporter, 16 h; Potency, µM, without a hit: at the highest dose activation, most hits filed as activators; 0.02% of 420,000 active; AID 602332; also: potency is read from the fitted curve at half-maximal effect; series mostly up to about 76 µM; % of control where 0% means no effect; nearly all actives have a fitted effect of over 35% in size
#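 Stably transfected U87-MG human glioma cells carrying a GRP78-based luminescent sensor were seeded at 1000 cells/well, pin-dosed with compounds and incubated 16 h. Luciferase reagent was then added, and end-point luminescence was read after 10 min at room temperature.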
# RGS4 inhibitor: blocks human RGS4-accelerated GTP hydrolysis; Transcreener GDP fluorescence polarization, RGS4-accelerated GTP hydrolysis; Potency, µM (titrated, usually from 114 µM), for inactives: top-dose activity change, negative = inhibition, actives largely listed as inhibitors; 0.039% of 390,000 active; AID 504845; also: potency is read from the fitted curve at half-maximal effect; % is scaled to controls: 0 for no effect and ±100 for the full control effect; nearly all actives have a fitted effect of over 75% in size; some results filed as inactive show a strong effect at the top dose
# Target sequence (P49798 whole entry, looked up): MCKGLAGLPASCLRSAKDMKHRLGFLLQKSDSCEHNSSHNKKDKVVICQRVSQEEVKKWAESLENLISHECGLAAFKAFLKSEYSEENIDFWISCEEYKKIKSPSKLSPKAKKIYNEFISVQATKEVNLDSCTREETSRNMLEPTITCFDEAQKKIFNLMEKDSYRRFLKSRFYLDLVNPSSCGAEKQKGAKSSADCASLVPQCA
#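 MLSMR compounds (23 nl, pin-transferred) preincubated 10 min at room temperature with a 500nM (2x) first reagent, then RGS4 at 900nM (2x) plus Transcreener GDP mix added; fluorescence polarization (620/688 nm) read before and after 90 min at 30 °C.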
# D2 antagonist: D2 dopamine receptor (human) antagonism | HEK293 TREx D2 cells, calcium flux, dopamine EC80 | inhibition, % at 10 µM | 2% of 340,000 active; in the data active = inhibition above about 30%; also: 0% is about no effect
# Target sequence (P14416 whole entry, looked up): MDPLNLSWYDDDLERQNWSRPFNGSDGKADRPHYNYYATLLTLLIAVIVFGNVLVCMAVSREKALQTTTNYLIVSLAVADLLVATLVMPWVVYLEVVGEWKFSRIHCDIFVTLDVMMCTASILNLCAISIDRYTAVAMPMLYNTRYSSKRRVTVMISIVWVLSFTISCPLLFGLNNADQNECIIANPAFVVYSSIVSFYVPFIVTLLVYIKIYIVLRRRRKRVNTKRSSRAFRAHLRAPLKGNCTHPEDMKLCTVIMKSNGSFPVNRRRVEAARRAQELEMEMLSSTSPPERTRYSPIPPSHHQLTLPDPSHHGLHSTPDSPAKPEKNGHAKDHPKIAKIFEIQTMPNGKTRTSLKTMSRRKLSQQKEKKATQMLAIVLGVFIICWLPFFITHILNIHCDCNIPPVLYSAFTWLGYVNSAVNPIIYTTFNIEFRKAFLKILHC
#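 Inhibition of EC80 dopamine-driven calcium flux, recorded kinetically, defines activity here; cells are a tetracycline-induced HEK293 T-REx line expressing force-coupled D2.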
# Vif-APOBEC3G blk: blocks the Vif interaction with human APOBEC3G | AID 602310 | HeLa A3G-eYFP + Vif (tagged APOBEC3G with the HIV-1 protein that degrades it), YFP fluorescence, overnight | Potency, µM (series often up to 46.1 µM), without a hit: at the top dose activity, negative = active, usual class: inhibitors | 0.076% of 410,000 active | Q9HC16;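 also: potency is read from the fitted curve at half-maximal effect; % is scaled to controls: 0 for no effect and ±100 for the full control effect; nearly all actives have a fitted effect of over 60% in size; hits raise eYFP signal because A3G escapes Vif-driven loss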
# Target sequence (Q9HC16 whole entry, looked up): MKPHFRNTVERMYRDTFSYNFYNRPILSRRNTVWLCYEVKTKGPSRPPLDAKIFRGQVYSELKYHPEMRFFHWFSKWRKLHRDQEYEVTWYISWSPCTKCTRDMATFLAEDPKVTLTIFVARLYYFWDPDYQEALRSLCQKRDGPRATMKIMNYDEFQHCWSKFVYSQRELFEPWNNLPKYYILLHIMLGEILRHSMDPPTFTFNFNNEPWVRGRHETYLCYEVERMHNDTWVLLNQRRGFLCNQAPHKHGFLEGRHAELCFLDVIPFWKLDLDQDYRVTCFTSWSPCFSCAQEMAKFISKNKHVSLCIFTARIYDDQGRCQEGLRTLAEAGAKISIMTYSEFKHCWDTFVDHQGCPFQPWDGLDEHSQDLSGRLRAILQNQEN
#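 Read-out is eYFP fluorescence (Ex 488/Em 500-530) from Vif-expressing HeLa A3G-eYFP cells; more signal means A3G escaped Vif-mediated degradation. Cells plated overnight, compound pinned in, incubated overnight at 37 deg C.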
# D2 ag: activates the human D2 dopamine receptor; 0.53% of 340,000 active; HEK293 T-REx D2 cells, calcium flux agonist mode; activation, % at 2 µM;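 active = activation over 3 SD above normal in the single-dose calcium agonist read, cut at about 30% in these data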; also: 0% is about no effect
#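 Tetracycline-induced HEK293 Trex cells with D2 receptor force-coupled to calcium signaling, plated overnight at 30 C and loaded with no-wash calcium dye. Calcium flux read kinetically for 180 s after compound addition; responses flag agonists.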
# ERG-DNA inh: inhibitors of human ERG Ets domain-DNA interaction; P11308; fluorescence polarization, His-ERG Ets domain / labelled DNA; Potency, µM (highest dose often 76.9 µM), for the others: at the top dose FP activity, negative = inhibition, actives largely listed as inhibitors; 0.028% of 370,000 active; active = well fitted inhibition curve with a large enough effect in the polarisation, with a control signal flat; inconclusive = small, poorly fitted or top-dose-only effect, or effect the other way, or a change in a side signal; inactive = no such curve, though single readings can be large or run the other way; the % refers to the polarisation;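 also: polarization taken with two DNA probes labelled with fluorescein and Texas red; potency is read from the fitted curve at half-maximal effect; % of control where 0% means no effect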
#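 His-tagged ERG Ets domain (1 uM in the protein solution; 300mM KCl, 50mM Tris-HCl, 1mM EDTA, 1mM DTT, pH 7.5) received compound, then a probe mix of 5 nM fluorescein-DNA and 100nM Texas-615-DNA. Fluorescence polarization was read for both dyes.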
# Numbers without * were called inactive; ? = inconclusive; · = not tested or not shown; & = joins results of further samples; [ ] = dose if it differs, or a comment. Unless noted, calls follow the shape of the dose curve; as a rule, active = well fitted curve in the direction sought with a large enough effect; inconclusive = small, poorly fitted or top-dose-only effect, or another doubt; inactive = no such curve, though single readings can be large; an effect the other way counts as inactive or inconclusive.
mol	LDHA block	Vif-APOBEC3F blk	12-LOX inh	GRP78 ERSR act	RGS4 inhibitor	D2 antagonist	Vif-APOBEC3G blk	D2 ag	ERG-DNA inh
Nc1ncnc2c1ncn2[C@@H]1O[C@H](COP(=O)(O)O)[C@@H](O)[C@H]1O	-3	0%	-6%	-3%&3%	?	16	-3%	-0.9	-15%
COc1ccc(Cl)cc1N1C(=O)[C@@H]2C(c3cccc(OC)c3OC)=NO[C@@H]2C1=O	-5	-6%	0%	-4%	6%	-3	0%	2.7	0%
COc1ccc(NS(=O)(=O)c2cc(N=Nc3c(O)[nH]c(=O)[nH]c3=O)ccc2Cl)cc1	-3	-1%	?	0%	-13%	·	1%	·	2%
C/C(=C\c1ccco1)C1C(C#N)=C(N)Oc2n[nH]c(-c3ccccc3)c21 (stereo not drawn)	6	-1%	?	-1%	?	12	-10%	-0.2	8%
CCCNS(=O)(=O)c1ccc(NC(=O)Cc2cccs2)cc1	-16	-13%	0%	-2%	23%	3	0%	0.7	7%
Cc1ccccc1NC(=O)N1C2CCCC1CC(NC(=O)C1CC1)C2 (stereo not drawn)	-6	-6%	-8%	-4%	-7%	-7	1%	0.5	-2%
COc1ccc(CNC(=O)C2CC(c3ccccc3[N+](=O)[O-])=NO2)cc1 (stereo not drawn)	-9	4%	-4%	1%	-7%	·	1%	·	6%
COCCCNc1nc2nonc2nc1N(C)CC1CCCN1C (stereo not drawn)	0	4%	-1%	-1%	7%	-7	0%	1.3	5%
CC(C)(C)C1CCC(OC(=O)C[N+]2(C)CCCCC2)CC1 (stereo not drawn)	-7	5%	?	0%	-18%	1	-1%	-0.2	-13%
CCCn1nc(C(=O)NNC(=O)C2CSC3(C)CCC(=O)N23)c2ccccc2c1=O (stereo not drawn)	-8	-4%	14%	-1%	-6%	·	1%	·	-2%

# Ordered by the number under RGS4 inhibitor (falling): three from the list above
SMILES | RGS4 inhibitor
CCCNS(=O)(=O)c1ccc(NC(=O)Cc2cccs2)cc1 | 23%
COCCCNc1nc2nonc2nc1N(C)CC1CCCN1C (stereo not drawn) | 7%
Cc1ccccc1NC(=O)N1C2CCCC1CC(NC(=O)C1CC1)C2 (stereo not drawn) | -7%

# (further entries)
mol	LDHA block	Vif-APOBEC3F blk	12-LOX inh	GRP78 ERSR act	RGS4 inhibitor	D2 antagonist	Vif-APOBEC3G blk	D2 ag	ERG-DNA inh
N#CC1=C(N)Oc2n[nH]c(-c3ccc(F)cc3)c2C1c1cccc(OC(=O)N2CCOCC2)c1 (stereo not drawn)	-5	7%	?	-2%	-3%	-22	-5%	1.8	0%
Cc1ccc(C(=O)NN=Cc2ccc3c(c2)OCO3)cc1	-10	-15%	-6%	1%	0%	·	-9%	·	3%
Cc1ccc(NC(=O)CN(C)C(C)C(=O)Nc2ccc(S(=O)(=O)N3CCCC3)cc2)cc1 (stereo not drawn)	-4	5%	-27%	-1%	-14%	28	0%	-0.1	-3%
CCNc1nc(OCCNS(=O)(=O)c2cc(C)ccc2C)nc(N(C)C)n1	-6	0%	19%	-6%	-37%	1	1%	0.0	-3%
Cc1cc(C)n(-c2nnc(Nc3ccc(C)c(C)c3)c3ccccc23)n1	-5	0%	-20%	8%	-2%	·	-5%	·	2%
COc1cc(C(=O)N(C)CC(=O)Nc2cccc(F)c2)ccc1OCc1ccccc1	-3	-6%	-1%	-1%	-23%	2	0%	0.1	-11%
Cc1ccc(F)c(S(=O)(=O)NC(=O)C2(C)CCN2C(=O)Cc2ccc(Cl)cc2Cl)c1 (stereo not drawn)	-2	·	?	-2%	·	·	?	·	·
COc1cccc(Cn2cccc(NC(=O)NC3CCCCC3)c2=O)c1	10	0%	?	-4%	-35%	29	2%	0.0	12%
O=C(NCC1CCCO1)c1ccc2c(c1)ncn2-c1cccc(F)c1 (stereo not drawn)	2	1%	0%	0%	-6%	7	0%	0.3	4%
COCCNc1ncnc2c1ncn2[C@H]1CN(Cc2cc(OC)c(OC)c(OC)c2)C[C@@H](CO)O1	-4	·	-1%	-2%	·	·	2%	·	·
CCCC(=O)Nc1nc2ccc(NC(=O)c3c(F)c(F)c(OC)c(F)c3F)cc2s1	-5	-3%	?	-3%	-10%[11.4 µM]	-8	?	0.2	-6%
Cc1ccccc1C1c2[nH]c3ccccc3c2CCN1Cc1cccn1-c1ncccn1 (stereo not drawn)	4	-6%	17%	-2%	-27%	-4	?	0.8	33%[activator]
CC1=C(C(=O)OC(C)(C)C)C(c2ccco2)C(C#N)=C(N)O1 (stereo not drawn)	-1	1%	-2%	1%	10%	-10	1%	-0.3	·
CCC(C)(NC(=O)c1ccccn1)C(=O)NC1CCCC1 (stereo not drawn)	-1	14%	2%	0%	-8%	-11	-2%	-0.2	16%
CCOc1cnc(-c2c(-c3c(F)cccc3Cl)noc2C)o1	-5	0%	-24%	-2%	14%	-3	1%	-1.0	3%
COC(=O)c1ccc(CSc2n[nH]c(-c3ccccc3)n2)o1	-5	-3%	-4%	-1%	-3%	23	2%	-0.2	-1%
O=C(CCCCCN1C(=O)c2ccccc2C1=O)NCc1ccco1	-7	-1%	39%[activator]	10%	-28%	-13	-3%	-0.6	1%
Cc1ccc(S(=O)(=O)c2nnn3c2nc(NCc2cccs2)c2sccc23)cc1C	2	2%	-10%	-2%	-5%	·	1%	0.3	-1%
Cc1cc(C)c2c(NC(=O)c3ccccc3Cl)c(C(=O)NCc3ccc(Cl)cc3)sc2n1	-3	·	?	·	-5%	·	·	-0.2	2%
CCCCCC(=O)NNC(=S)NC(=O)c1cccc([N+](=O)[O-])c1	1	3%	?	-5%	-42%	14	0%	-0.2	5%
CC1=C(C(=O)OCC(C)C)C(c2ccc(OCc3ccccc3)cc2)N2C(=O)CCSC2=N1 (stereo not drawn)	4	1%	-23%	-1%	13%	·	-4%	1.7	-1%
CCN(CC)S(=O)(=O)c1cccc(NC(=O)COC(=O)c2n[nH]c(=O)c3ccccc23)c1	-7	4%	-24%	-6%	-12%	24	-5%	0.3	-1%
COc1ccc(N2CCN(C(=S)Nc3cccc(C)c3C)CC2)cc1	-15	-4%	11%	0%	-4%	·	0%	·	·
CCOC(=O)c1c(C)sc(-c2c(-c3cc(C)ccc3C)[nH]c3c2c(=O)[nH]c(=O)n3C)c1O	4	·	?	·	-9%	·	·	11	16%
COc1ccc(/C=N/n2c(N)nc(-c3ccccc3)c2-c2ccccc2)cc1	-6	-8%	-16%	3%	26%	25	-6%	-0.2	-1%
CCOc1ccc(C2=C(C=Nc3c(C)n(C)n(-c4ccccc4)c3=O)C(c3ccc(F)cc3)c3ccccc3O2)cc1 (stereo not drawn)	-3	4%	·	-2%	-6%	2	3%	0.2	5%
Cc1ccc(N2C(=O)Cc3ccccc3C2=O)cc1	-6	-5%	7%	2%	31%	-3	-9%	0.6	11%
O=C(CS(=O)c1cccc(Cl)c1)Nc1ccccc1Cl (stereo not drawn)	-4	10%	16%	-4%	-13%	-3	0%	0.4	11%
CN(C)c1ccc(C(CNS(=O)(=O)c2ccc(F)cc2)c2c[nH]c3ccccc23)cc1 (stereo not drawn)	-6	-11%	-17%	4%	-3%	-12	-4%	0.0	-3%
Cc1cc(C)c(NC(=O)c2cc(CN3CCOCC3)on2)c(C)c1	-5	1%	-7%	-2%	13%	·	1%	-0.5	2%
COC(=O)c1cccc(Nc2nn3c(=O)c4cc5c(cc4nc3s2)OCO5)c1	2	-5%	-20%	-1%	-5%	·	1%	0.4	-6%
CCN(C(=O)COC(=O)CCOc1cccc(C)c1)c1c(N)n(Cc2ccccc2)c(=O)[nH]c1=O	-2	-7%	-7%	-4%	-10%	·	-6%	·	4%
O=C1C=C(c2cccs2)CC(c2cccs2)C1n1cnc([N+](=O)[O-])c1 (stereo not drawn)	-10	2%	?	1%	0%	0	-4%	0.5	-3%
COc1cc(OC)c(C(=O)NCCCN2CCOCC2)cc1OC	0	12%	42%[activator]	-4%	-4%	16	-2%	0.7	5%
COc1ccc(S(=O)(=O)N2CCN(C(=O)c3cc(C)oc3C)CC2)cc1OC	2	-13%	188%[activator]	-6%	-21%	11	1%	0.2	6%
Cc1ccc(N2CN=C(c3ccccc3)NC2=S)cc1	3	0%	-7%	10%	-5%	5	-2%	0.5	·
COc1ccc(N2CC(C(=O)Nc3nc4ccc(OC)cc4s3)CC2=O)cc1 (stereo not drawn)	-5	3%	-28%	-4%	1%	-12	1%	0.6	-3%
O=C(O)c1ccc(N2C(=O)C3ON(c4ccccc4)C(c4ccccc4F)C3C2=O)cc1 (stereo not drawn)	-5	0%	40%[activator]	-3%	5%[11.4 µM]	21	2%	0.2	-2%
COc1ccc(C)cc1NC(=O)CSc1nnc2ccc(-c3ccncc3)nn12	-2	1%	12%	-5%	-17%	-1	-1%	-0.5	10%
COc1ccc(Cl)cc1NC(=O)CN1CCN(S(=O)(=O)N2CCCCC2)CC1	-5	0%	-7%	-3%	-5%	-6	1%	1.2	1%
NCCC(=O)N1c2ccccc2Sc2ccc(Cl)cc21	-18	-10%	-12%	0%	9%	48*	3%	42*	1%

# A portion of the library. The share of hits here may be higher or lower than overall.
